Screening data (PubChem BioAssay)
DT40 TDP1 no CPT = qHTS for Inhibitors of human tyrosyl-DNA phosphodiesterase 1 (TDP1): qHTS in cells in absence of CPT; DT40 Tdp1-/- hTDP1 cells, no CPT, ATP luminescence, 48 h; Potency, µM (titrated, usually from 46.2 µM), for inactives: top-dose activity change, negative = growth inhibition, hits mostly inhibitors; hit rate 15% among 420,000; further: nearly all actives have a fitted effect of over 55% in size
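Compound effects on proliferation are scored in DT40 Tdp1-/-;hTDP1 cells in the absence of CPT. ATP levels (CellTiter-Glo luminescence) are recorded after a ≥48 hr, 37 °C incubation.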
DT40 TDP1 CPT = growth inhibition of DT40 Tdp1-/-;hTDP1 cells with camptothecin (screen for TDP1 inhibitors); chicken DT40 Tdp1-/-;hTDP1 cells + 20 nM CPT, ATP luminescence, 48 h; Potency, µM (titrated, usually from 46.2 µM), for inactives: top-dose activity change, negative = growth inhibition, actives largely listed as inhibitors; hit rate 12% among 420,000; further: nearly all actives have a fitted effect of over 55% in size
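Cell growth measured by CellTiter-Glo luminescence after a minimum 48 h, 37 C compound exposure with 20 nM CPT in Tdp1-knockout DT40 cells stably expressing hTDP1, seeded 400/well; qHTS titration format.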
TDP1 inh = inhibitors of human tyrosyl-DNA phosphodiesterase TDP1; AID 485290; recombinant TDP1, AlphaScreen DNA substrate cleavage; Q9NUW8; Potency, µM (highest dose often 130 µM), without a hit: at the highest dose activity change, negative = inhibition, actives largely listed as inhibitors; hit rate 0.28% among 350,000; further: nearly all actives have a fitted effect of over 40% in size
Target sequence (Q9NUW8 whole entry, looked up): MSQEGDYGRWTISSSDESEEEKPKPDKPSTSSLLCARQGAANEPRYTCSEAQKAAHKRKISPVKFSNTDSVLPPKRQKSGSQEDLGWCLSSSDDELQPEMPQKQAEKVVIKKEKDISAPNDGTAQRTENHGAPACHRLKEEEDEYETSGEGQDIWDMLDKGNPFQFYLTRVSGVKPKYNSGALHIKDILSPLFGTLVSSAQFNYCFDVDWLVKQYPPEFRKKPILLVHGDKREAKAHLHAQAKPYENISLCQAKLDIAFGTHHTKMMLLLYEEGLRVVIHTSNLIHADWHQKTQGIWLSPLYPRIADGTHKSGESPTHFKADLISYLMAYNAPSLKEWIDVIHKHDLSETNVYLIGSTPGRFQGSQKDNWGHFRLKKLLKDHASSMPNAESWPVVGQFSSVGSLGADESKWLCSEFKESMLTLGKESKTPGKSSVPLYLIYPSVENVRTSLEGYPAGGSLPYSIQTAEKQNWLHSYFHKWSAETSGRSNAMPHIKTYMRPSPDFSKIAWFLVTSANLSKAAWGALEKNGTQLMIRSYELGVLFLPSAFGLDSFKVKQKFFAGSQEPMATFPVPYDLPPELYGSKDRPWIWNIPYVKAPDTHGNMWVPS
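Tdp1 1 nM final; 15 min RT w/ cpd; substrate 15 nM, 5 min; beads 10 ug/ml, 10 min; AlphaScreen read. Neg ctrl: no enzyme.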
* = called active by the depositor; ? = inconclusive; . = not tested or not shown; & = joins results of further samples; [ ] = dose if it differs, or a comment. The call rests on the fitted dose curve; in most records, active means well fitted curve in the direction sought with a large enough effect; inconclusive means small, poorly fitted or top-dose-only effect, or another doubt; inactive means no such curve, though single readings can be large; an effect the other way counts as inactive or inconclusive. On the % scale 0 is the no-effect control and ±100 the full control effect; potency means the concentration at half of the fitted maximal effect.

SMILES	DT40 TDP1 no CPT	DT40 TDP1 CPT	TDP1 inh
Clc1ccc(OCCCN2CCCCC2)c(Br)c1	?	?	-1%
CCC(C)(CN(C)C)OC(=O)c1ccccc1 (configuration not stated)	-17%	-13%	.
O=[N+]([O-])c1cccc2c(N3CCOCC3)ccnc12	15µM*	?	0%
CCOC(=O)C1=C(O)C(=O)N(c2ccc(S(N)(=O)=O)cc2)C1c1ccc(OC)cc1 (configuration not stated)	1%	-17%	5%
Cc1nc2nc(NC(=O)c3ccc(C(C)(C)C)cc3)[nH]n2c(=O)c1Cc1ccccc1	3%	0%	5%
O=C1[C@H]2[C@@H](c3ccc(F)cc3)N3C(=O)N(c4ccccc4)C(=O)[C@@]3(Cc3ccc(Cl)cc3)[C@H]2C(=O)N1C1CCCCC1	?	?	.
COc1ccc(Nc2nc(NCc3cccs3)nc3ccsc23)cc1OC	18µM*	26µM*	.
Nc1ccc2oc(=O)c(-c3ccccc3)cc2c1	-2%	-20%	.
CCOC(=O)CC(NC(=O)c1ccco1)c1ccc(OC)cc1 (configuration not stated)	-2%	-1%	6%
CCOc1ccc2oc(C(=O)Nc3ccc(N4CCOCC4)cc3)c(C)c2c1	?	-3%	5%
CC(C)c1ccc(S(=O)(=O)N2CCC(N3CCN(Cc4ccccc4)C(=O)C3=O)CC2)cc1	-21%	?	5%
CCC(CC)NC(=O)COC(=O)c1ccc(NS(=O)(=O)c2ccc3c(c2)OCCO3)cc1	-3%	-26%	-7%
O=C(NCCS(=O)(=O)N1CCC2(CC1)OCCO2)c1ccc(F)cc1	-12%	-4%	-3%
CCOc1cccc(OCCCCn2ccnc2)c1	?	-19%	6%
O=C(CC1C(=O)NC2CCCCC2N1C(=O)c1ccc(F)cc1)Nc1ccccc1 (configuration not stated)	-9%	-16%	9%
Cc1ccc(C)c2[nH]c(=O)c(CN(CCN3CCCC3)C(=O)Nc3ccc(F)cc3)cc12	15µM*	?	1%
COC(=O)c1ccc(NC(=O)Cn2cnc3c(nnn3-c3cccc(OC)c3)c2=O)cc1	?	-21%	.
COc1ccc(C2NC(=O)c3ccccc3O2)cc1 (configuration not stated)	-7%	-10%	.
Cc1cccc(NC(=O)Nc2cccc(F)c2)n1	2%	13%	-4%
O=C(c1ccc(Br)cc1)N(c1ccccn1)C1CCCCC1	15µM*	?	.
COC/C=C/C1=CC2=CC(=O)C(C)(OC(=O)C3CCCC3)C(=O)C2=CO1 (configuration not stated)	?	?	-1%&-7%
O=C(CCn1[nH]c(=O)c2ccccc2c1=O)OC1CCCCC1	-18%	-18%	-5%
CCOC(=O)c1c(C)[nH]c(C)c1C(=O)COC(=O)c1cc(OC)c(OC)cc1OC	?	-22%	3%
C=CCNC(=O)c1ccncc1	-2%	3%	-4%
CN(Cc1ccccc1)C(=O)COc1ccc(Br)cc1Cl	-16%	?	.

Later entries.
SMILES	DT40 TDP1 no CPT	DT40 TDP1 CPT	TDP1 inh
COc1ccc(CCNC(=O)COC(=O)c2cccs2)cc1OC	-12%	8%	2%
O=C(N/N=C/C1C(c2ccccc2)C1(Cl)Cl)c1cccc(Cl)c1 (configuration not stated)	?	?	3%
O=C(NCc1ccccc1F)C1CCN(S(=O)(=O)c2ccccc2)CC1	?	16%	1%
CC(=O)N1CCCc2cc(S(=O)(=O)NC(C(=O)NC(C)c3ccccc3)C(C)C)ccc21 (configuration not stated)	-10%	?	4%
Cc1ccc(C)c(C(=O)COC(=O)c2ccc(C)c(S(=O)(=O)N3CCOCC3)c2)c1	?	?	-2%
Cc1ccc2cccc(CC(=O)NN)c2c1	-23%	-4%	.
Nc1cc(=O)[nH]c(SCC(=O)N2CCc3ccccc3C2)n1	1%	12%	2%
CCOCCOC(=O)CCSc1n[nH]c(=O)[nH]c1=O	1%	6%	-1%
C=CCC(NC(=O)c1ccc(C#N)cc1)C(=O)NCCC (configuration not stated)	1%	-24%	0%
COc1ccc(-c2csc(NC(=O)Nc3ccccc3)n2)cc1	-20%	-29%	.
CN(C)Cc1ccccc1-c1cncnc1Nc1ccc(F)cc1	-10%	-17%	?
CCC(=O)N1c2ccc(S(=O)(=O)NCCc3ccc(OC)c(OC)c3)cc2CC1C (configuration not stated)	?	?	-1%
CN(C)C(=O)c1cn(-c2ccc(Cl)cc2)c(=O)c2ccccc12	-29%	10%	3%
Cc1cc(NC2CCCCC2)nc(-c2ccccc2O)n1	?	-21%	?
COc1cc([C@H]2Oc3c(OC)cc(CCCO[C@@H]4O[C@H](CO)[C@@H](O)[C@H](O)[C@H]4O)cc3[C@@H]2CO)ccc1O	4%	-6%	.
O=C(N/N=C/c1ccc(O)cc1)Nc1cccc2nsnc12	21µM*	-12%	0%
CC1CCCCC1NC(=O)COC(=O)COc1ccccc1Cl (configuration not stated)	-9%	19%	0%
O=C(CC1S/C(=N/N=C/c2cccnc2)NC1=O)Nc1ccccc1 (configuration not stated)	0%	12%	0%
COc1ccc(Cl)cc1NC(=O)C1CC(=O)N(C2CCCCC2)C1 (configuration not stated)	-14%	-25%	-5%[56.1 µM]
COC(=O)[C@@]12CCCCN1[C@H](c1ccc(SC3CCCCC3)c(OC)c1)[C@@H]1C(=O)N(C)C(=O)[C@@H]12	?	?	1%
CCOC(=O)Cn1c(=S)[nH]c2c(oc3ccc(Cl)cc32)c1=O	-25%	-7%	-5%
COc1ccccc1C(=O)NC(=S)N1CCCc2ccccc21	?	?	-1%
CNC(=O)c1ccc(CN(C)C(=O)c2cc(C3CC3)nc3c2cnn3C(C)C)cc1	?	-22%	.
Cc1ccnc(NS(=O)(=O)c2ccc(NC(=O)c3cc(-c4ccccc4)nc4ccccc34)cc2)n1	?	-24%	8%
CNC(=O)C1=NCCCc2cc(OC)c(OC)cc21	3%	1%	4%

Next entries.
SMILES	DT40 TDP1 no CPT	DT40 TDP1 CPT	TDP1 inh
COc1ccc(C(=O)Nc2nnc(Cc3ccccc3)s2)c(OC)c1	-5%	-18%	.
COc1cccc(C2CC(=O)Nc3c2c(=O)nc2c(C)cccn32)c1OC (configuration not stated)	-8%	-3%	9%
Cc1c(Cl)cccc1NC(=O)c1cnc2sc(N3CCCC3)nn2c1=O	-5%	-21%	3%
CC(=O)N1N=C(c2ccco2)CC1c1cccs1 (configuration not stated)	-14%	?	6%
Nc1nnc(Cc2ccc(Cl)cc2)s1	-2%	-2%	4%
CN1CCN(C(=O)c2cnn3c(C(F)(F)F)cc(-c4cccs4)nc23)CC1	-30%	6%	5%
CC1(C(=O)Nc2ccc3[nH]ncc3c2)CCN1C(=O)CCc1ccccc1 (configuration not stated)	?	?	.
Cc1cc(NC(=O)CSc2nnnn2-c2ccc(F)cc2)no1	-1%	0%	-11%
COc1ccccc1CC(=O)OCC(=O)N1CCN(c2ccc(F)cc2)CC1	?	?	1%
CCOc1ccccc1C=NNc1ccc([N+](=O)[O-])cn1	-1%	3%	.
Cc1c(N(C(=O)CNC(=O)c2ccccc2)C2(C(=O)NC3CCCC3)CCCCC2)c(=O)n(-c2ccccc2)n1C	0%	5%	5%
O=C(Nc1ccc(Cl)cc1)Nc1cccc(C(=O)O)c1	-7%	4%	4%
CCOC(=O)N1CCN(C(=O)/C(=C/c2cccs2)NC(=O)c2ccc(OC)c(OC)c2)CC1	-20%	5%	.
COc1cn(CC(=O)Nc2ccc(F)cc2)c(CN2CCCCC2)cc1=O	-19%	3%	-5%
Cc1nc2cc(-c3cccc(F)c3)nn2c(C)c1CCC(=O)NC(C)c1ccccc1 (configuration not stated)	?	?	2%
N[C@@H](C(=O)N[C@@H]1C(=O)N2C(C(=O)O)=C(Cl)CS[C@H]12)c1ccccc1	-1%&1%	?	-8%&-10%
O=C(Nc1ccccc1Cl)c1cc(C2CCCN(C(=O)CCCc3ccccc3)C2)on1 (configuration not stated)	?	-26%	.
N#C/C(=C/c1ccc(O)cc1)C(=O)NCc1ccc(Cl)cc1	-20%	10%	.
Cc1cc(F)ccc1N1CCC(N2CCN(C(C)C)C(CCO)C2)CC1 (configuration not stated)	23µM*	?	.
OC(C#CCN1CCCC1)(c1ccccc1)c1cccnc1 (configuration not stated)	2%	0%	-8%
COc1ccc(NC(=O)c2ccc(OCC3CCCO3)cc2)cc1Cl (configuration not stated)	?	-75%	-4%
O=C(NCc1ccc(Cl)cc1)C1CCN(S(=O)(=O)c2cc([N+](=O)[O-])ccc2Cl)CC1	16µM*	23µM*	2%
CC1(C)CN(c2ccc(N3CC(C)(C)C3=O)cc2)C1=O	-2%	0%	-2%
O=C(NCC1CCCO1)c1ccc(S(=O)(=O)N2CCCCC2)cc1 (configuration not stated)	-11%	-9%	0%
CCOC(=O)c1cc2c(ccn2C)n1CC(=O)N(Cc1ccccc1)c1ccccc1	?	23µM*	8%

In a second layout: 15 of the compounds above.
Sequence of screens: DT40 TDP1 no CPT	DT40 TDP1 CPT	TDP1 inh
> COc1ccc(C(=O)Nc2nnc(Cc3ccccc3)s2)c(OC)c1
→ -5%	-18%	.
> COc1cccc(C2CC(=O)Nc3c2c(=O)nc2c(C)cccn32)c1OC (configuration not stated)
→ -8%	-3%	9%
> Cc1c(Cl)cccc1NC(=O)c1cnc2sc(N3CCCC3)nn2c1=O
→ -5%	-21%	3%
> CC(=O)N1N=C(c2ccco2)CC1c1cccs1 (configuration not stated)
→ -14%	?	6%
> Nc1nnc(Cc2ccc(Cl)cc2)s1
→ -2%	-2%	4%
> CN1CCN(C(=O)c2cnn3c(C(F)(F)F)cc(-c4cccs4)nc23)CC1
→ -30%	6%	5%
> CC1(C(=O)Nc2ccc3[nH]ncc3c2)CCN1C(=O)CCc1ccccc1 (configuration not stated)
→ ?	?	.
> Cc1cc(NC(=O)CSc2nnnn2-c2ccc(F)cc2)no1
→ -1%	0%	-11%
> COc1ccccc1CC(=O)OCC(=O)N1CCN(c2ccc(F)cc2)CC1
→ ?	?	1%
> CCOc1ccccc1C=NNc1ccc([N+](=O)[O-])cn1
→ -1%	3%	.
> Cc1c(N(C(=O)CNC(=O)c2ccccc2)C2(C(=O)NC3CCCC3)CCCCC2)c(=O)n(-c2ccccc2)n1C
→ 0%	5%	5%
> O=C(Nc1ccc(Cl)cc1)Nc1cccc(C(=O)O)c1
→ -7%	4%	4%
> CCOC(=O)N1CCN(C(=O)/C(=C/c2cccs2)NC(=O)c2ccc(OC)c(OC)c2)CC1
→ -20%	5%	.
> COc1cn(CC(=O)Nc2ccc(F)cc2)c(CN2CCCCC2)cc1=O
→ -19%	3%	-5%
> Cc1nc2cc(-c3cccc(F)c3)nn2c(C)c1CCC(=O)NC(C)c1ccccc1 (configuration not stated)
→ ?	?	2%

The list goes on.
SMILES	DT40 TDP1 no CPT	DT40 TDP1 CPT	TDP1 inh
CN(c1cccc(NC(=O)Cc2ccccc2)c1)S(C)(=O)=O	?	-2%	2%
Fc1ccc2nc(N3CCCCC3)sc2c1	3%	-12%	0%
COc1ccc(NC(=O)c2cc3c(s2)-c2c(C)cccc2OC3)c(OC)c1	23µM*	?	-3%
Cc1ccc(S(=O)(=O)NCc2n[nH]c(=S)n2C)cc1	-10%	-2%	-4%
CCCCOc1ccc(C(C)NC(=O)c2cccc(Nc3nc4ccccc4n4nnnc34)c2)cc1 (configuration not stated)	5.8µM*	5.2µM*	-5%
C[C@@]12CC(=O)NC1N(C(=O)c1cccc(C(F)(F)F)c1)C(c1ccccc1O)C2 (some centres not stated)	-10%	-1%	0%
Cc1cc(C)nc(SCC(=O)N/N=C/c2cccc([N+](=O)[O-])c2)n1	23µM*	18µM*	-3%
COc1ccc(C)cc1NC(=O)CCc1ccc(S(=O)(=O)N2CCOCC2)cc1	2%	0%	1%
Cc1cc(SCC(=O)c2cccs2)n2nc(C)c(-c3ccc(Cl)cc3)c2n1	?	16µM*	3%
O=C(O)c1ccc(N2CCCCC2)cc1O	-8%	19%	5%
Cc1ccc(-n2c(O)c(C=Nc3cc(C)on3)c3ccccc3c2=O)c(C)c1	4.6µM*	1.6µM*	5%
CC(=O)c1ccccc1OCC(O)CNC1CCCC1 (configuration not stated)	0%	-16%	0%
CC(=O)c1cccc(NC(=S)NC(=O)CC(C)C)c1	-7%	0%	2%
COC(=O)C1=C(N)N(c2ccc(F)cc2)C2=C(C(=O)CCC2)C1c1ccc2c(c1)OCO2 (configuration not stated)	?	-10%	0%
c1cnc2ccc3ncccc3c2c1	-11%	?	-7%
CN(C)CCn1ccc(O)c(Cc2ccc(Cl)cc2)c1=O	1%	1%	.
C=CCOc1cccc(C2/C(=C(/O)c3ccc(F)cc3)C(=O)C(=O)N2CCN2CCOCC2)c1 (configuration not stated)	1%	-6%	-6%
O=C(O)CSc1nc(-c2cccs2)cc(C(F)(F)F)n1	-19%	0%	3%
O=C(CCNC(=O)C1CCN(S(=O)(=O)c2ccccc2)CC1)NCCc1cccc(F)c1	26µM*	?	2%
CCCc1sc(N)nc1-c1ccc(Cl)cc1	-116%	-5%	8%
